LANA DNA inh = blocks KSHV LANA C-terminal domain binding to DNA; AID 504423; inhibition, % at 9 µM; actives 0.078% (n = 340,000); MBP-C-LANA/FAM-LBS DNA binding, fluorescence polarization;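 active = highest replicate inhibition at or above 60% at 9 µM, even if other replicates fall short; inactive = all replicates below 60% inhibition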;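 also: 0% = neutral control wells and 100% = 4 µM acridine orange control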
V-ATPase pH = yeast V-ATPase proton transport regulation by pHLuorin | response, % at 10 µM | actives 0.37% (n = 350,000) | S. cerevisiae, pHLuorin cytosolic pH fluorescence | AID 504577; in the data active = response mostly above about 7.3%, no sharp cut-off; inactive = mostly below about 5.4%; also: actives read high; inactives centre near 0; some compounds called inactive have numbers as strong as hits; reference of the scale not given here
Pemphigus Ab inh = human desmoglein-3 autoantibody binding inhibition. binding (percent of control), % at 10 µM. P32926. DSG3-coupled beads, scFv-anti-DSG3-GFP binding, flow cytometry; stronger effect = lower value. actives 0.48% (n = 310,000). AID 588358;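 active = binding more than 3 SD below its plate's average and above zero; inconclusive = below that plate limit but binding exactly zero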;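 also: hits lower antibody fragment binding to DSG3; some compounds called inactive have numbers as strong as hits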
Keap1-Nrf2 PPI = disrupts human Keap1 binding to Nrf2 peptide | Keap1 Kelch-Nrf2 peptide fluorescence polarization, 1536-well | Q14145 | inhibition, % at 9.4 µM | actives 0.15% (n = 340,000) | AID 504523; in the data active = inhibition above about 12%; inconclusive = no clear call, values can overlap the other calls; inactive = below about 7.3%;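 also: human Keap1 Kelch domain with fluorescein labeled Nrf2 9mer peptide probe; 0% = neutral control wells and 100% = peptide positive control; higher means more block of Keap1 binding to Nrf2 peptide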
Target sequence (Q14145 whole entry, looked up, the tested form may be a part): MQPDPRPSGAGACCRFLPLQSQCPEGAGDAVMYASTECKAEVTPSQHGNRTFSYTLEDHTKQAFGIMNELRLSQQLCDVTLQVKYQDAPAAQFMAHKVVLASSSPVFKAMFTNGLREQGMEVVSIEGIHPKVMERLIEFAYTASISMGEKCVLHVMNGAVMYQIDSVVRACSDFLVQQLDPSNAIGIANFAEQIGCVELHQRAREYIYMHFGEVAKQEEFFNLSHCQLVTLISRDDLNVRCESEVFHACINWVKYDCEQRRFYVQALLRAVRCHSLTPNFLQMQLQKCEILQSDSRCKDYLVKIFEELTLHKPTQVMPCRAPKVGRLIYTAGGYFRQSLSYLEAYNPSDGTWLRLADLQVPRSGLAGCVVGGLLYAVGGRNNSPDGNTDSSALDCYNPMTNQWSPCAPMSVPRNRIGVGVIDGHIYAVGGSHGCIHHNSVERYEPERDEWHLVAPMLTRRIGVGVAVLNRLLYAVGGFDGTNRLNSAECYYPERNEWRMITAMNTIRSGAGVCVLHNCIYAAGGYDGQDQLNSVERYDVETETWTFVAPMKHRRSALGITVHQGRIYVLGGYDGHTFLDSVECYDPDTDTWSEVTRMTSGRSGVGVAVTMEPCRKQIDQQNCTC
OPRM1-OPRD1 ag = agonists of human mu-delta opioid receptor heterodimerization; P35372+P41143; cells, OPRM1-OPRD1 heterodimerization, luminescence; activation, % at 9.3 µM; actives 0.3% (n = 340,000); AID 504326; in the data active = activation above about 18%;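 also: 0% = vehicle-treated cells and 100% = reference agonist; values of inactives mirror those of a sister screen read the other way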
RTF Ca sens act = cardiac RTF calcium sensitization; P19429+P45379; IANBD-labeled TnC RTF fluorescence at EC20 calcium; 0% EC20 calcium, 100% full calcium; activation, % at 7.2 µM; actives 0.24% (n = 340,000);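 active = activation above the mean over all tested compounds plus 3 SD, cut at about 30% in these data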;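 also: rise in fluorescence read as greater calcium sensitivity of cardiac thin filaments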
Cardiac RTF inh = cardiac RTF calcium desensitization | P19429+P45379 | IANBD-labeled cardiac RTF, Ca2+ fluorescence | inhibition, % at 7.15 µM | actives 0.12% (n = 340,000) | AID 493244;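 active = inhibition above the mean inhibition of all tested compounds plus 3 SD, cut at about 17% in these data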;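 also: assay run at fixed EC70 calcium of 1.6 mM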
Arr AP2 block = human beta-arrestin and AP2 interaction inhibition. actives 0.31% (n = 340,000). AID 504490. FITC-arrestin peptide / GST-AP2 beads, flow cytometry; AP2 beta2 appendage carries R879A mutation. inhibition, % at 10 µM;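 active = inhibition above a set limit, near 3 SD of compounds lacking own fluorescence, cut at about 54% in these data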;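 also: plate controls were DMSO wells for no effect and 5 µM unlabelled arrestin peptide for full effect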
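System: GST-tagged AP2 beta2-adaptin appendage (R879A) on 4 µm glutathione beads / Reagent: FITC-arrestin peptide, 50 nM / Detection: HyperCyt-sampled flow cytometry, FL1 channel, ex 488/em 535 nm / Timing: 12 min plus 1 h, RT / Buffer or medium: PBS plus Tween 20 (0.05%) and BSA (0.1%)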
MOR-DOR inv ag = inverse agonist of human OPRM1-OPRD1 heterodimerization; P35372+P41143; actives 0.21% (n = 340,000); AID 504357; inhibition, % at 9.3 µM; cell-based MOR-DOR heterodimer luminescence, inverse agonism; in the data active = inhibition above about 22%, passing the limit was not always enough;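 also: 0% = cells with DMSO and 100% = wells without cells with DMSO; values of inactives mirror those of a sister screen read the other way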
Wnt bcat act = activators of Wnt/beta-catenin signaling | Wnt/beta-catenin reporter cell assay, activator, plate reader | activation, % at 9.35 µM | actives 1.2% (n = 300,000) | AID 743398; in the data active = activation above about 30%, passing the limit was not always enough; inconclusive = no clear call, values can overlap the other calls;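 also: 0% = neutral control wells and 100% = positive control wells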
Active calls of the source: *; u = inconclusive; x = no result given. Hits appear at their usual frequency, and some 3.1% of all compounds hit somewhere here.

SMILES | LANA DNA inh | V-ATPase pH | Pemphigus Ab inh | Keap1-Nrf2 PPI | OPRM1-OPRD1 ag | RTF Ca sens act | Cardiac RTF inh | Arr AP2 block | MOR-DOR inv ag | Wnt bcat act
Cc1ccc(NC(=O)c2cc(NC(=O)c3ccco3)ccc2N2CCOCC2)cc1 | -0.5 | 7 | 102 | 0 | -1.6 | 3 | -1 | 25 | 9 | -2
CCOC(=O)c1c(-c2ccccc2)nc2ccccn12 | -1.0 | 0 | 104 | 0 | -1.3 | -3 | -3 | 9 | 6 | x
CC1CCN(S(=O)(=O)c2ccc3ncn(CC(=O)N(C)C4CCCCC4)c(=O)c3c2)CC1 | 1.6 | 6 | 101 | -4 | 0.8 | 12 | -4 | 9 | -4 | 0
Cc1ccccc1NS(=O)(=O)c1ccc(C(=O)NCC(c2ccco2)N2CCCCC2)cc1 (centres undefined) | 0.8 | -1 | 94 | -8 | 1.0 | -3 | -8 | -1 | -6 | 1
CCOc1ccc(/C=N/NC(=O)c2ccc(Cn3cc([N+](=O)[O-])cn3)o2)cc1 | 1.4 | -1 | 102 | 3 | 0.1 | 0 | -1 | 2 | 0 | 0
COc1ccccc1NC(=O)Cn1nnc(C(=O)NCc2ccc3c(c2)OCO3)c1N | 1.1 | 11 | 101 | 2 | -0.2 | 3 | 0 | 3 | 1 | 4
CNS(=O)(=O)c1cccc(C(=O)OCC(=O)N(Cc2ccccc2)C(C)(C)C)c1 | 0.2 | -2 | 99 | -3 | -2.8 | -9 | -1 | -7 | 13 | 10
COC(=O)c1ccccc1NC1OC(=O)c2ccccc21 (centres undefined) | -1.1 | 3 | 101 | -6 | -0.3 | 5 | 5 | 13 | 2 | x
O=C(CSc1nnc(CNc2ccc(F)cc2)o1)N1CCCc2ccccc21 | -1.6 | 4 | 103 | -4 | -0.7 | -4 | 1 | 24 | 4 | -3
c1ccc(OCc2cc(-c3ccccc3)no2)cc1 | 0.6 | 1 | 103 | 1 | -1.9 | -3 | -5 | -6 | 10 | u
N#CC1=C(N)Oc2cc(O)c(Cl)cc2C1c1cccnc1 (centres undefined) | -8.2 | 1 | 116 | -10 | -2.6 | 5 | -5 | 2 | 13 | 0
CSc1cc(-c2ccc(Cl)cc2)[nH]c(=O)c1C#N | -1.1 | -6 | 102 | 0 | -0.5 | 4 | -10 | 13 | 4 | -2
Cc1cc(Oc2ccccc2)nc(NCc2ccccc2)n1 | 0.2 | -2 | 106 | -4 | 7.0 | -2 | -4 | 13 | -35 | x
O=C(COC(=O)c1cc2ccccc2cc1O)c1ccccc1 | 1.2 | -2 | 103 | -7 | 0.5 | 4 | 4 | 4 | -2 | 4
O=C(CCC1CCCN(C(=O)Cc2ccc(F)cc2)C1)N1CCN(c2ccccn2)CC1 (centres undefined) | -6.3 | -3 | 104 | -4 | 1.5 | 0 | -5 | -34 | -7 | -2
CC1CCCN(c2nc3nonc3nc2N2CCCC(C)C2)C1 (centres undefined) | -0.4 | -1 | 106 | -3 | 1.6 | 3 | 1 | 4 | -9 | x
CC1CN(CCOCCOc2ccccc2-c2ccccc2)CC(C)O1 (centres undefined) | 0.5 | -2 | 112 | -5 | -0.7 | 4 | -5 | -7 | 4 | 0
CCOc1ccc(NC(=O)CCN2C(=O)c3ccccc3C2=O)cc1 | 0.8 | -3 | 118 | 0 | -3.0 | -3 | 5 | 30 | 14 | -1
COc1cccc(CNc2cccc3cccnc23)c1O | 0.1 | -6 | 99 | -2 | 6.2 | -1 | -2 | 24 | -35 | x
CC1CCCN(c2ccc(C(=O)NCc3ccco3)cc2[N+](=O)[O-])C1 (centres undefined) | 0.9 | -1 | 84 | 5 | 0.7 | -4 | -1 | 9 | -5 | -3
Cc1ccc(NS(=O)(=O)c2ccc(N/N=C/c3ccncc3)c([N+](=O)[O-])c2)c(C)c1 | -1.1 | -4 | x | -4 | -0.6 | 7 | -2 | 8 | 3 | x
Cc1nonc1C1CCCN1C(=O)c1cc(COc2ccc(F)cc2Cl)on1 (centres undefined) | 1.1 | 0 | 104 | 2 | 0.1 | 1 | -12 | 12 | 0 | 6
Cc1cc(NC(=O)C2CCN(S(=O)(=O)c3c(C)noc3C)CC2)ccc1Br | -0.1 | 6 | x | 0 | 0.7 | -1 | 9 | 48 | -4 | 1
COC(=O)c1ccc(CNC(=O)c2ccc3c(c2)OCCO3)cc1 | -0.4 | 1 | 126 | -3 | 0.3 | 7 | -10 | -2 | -3 | 1
CCCCCN(C(=O)NC(=O)NC(C)CC)S(C)(=O)=O (centres undefined) | -0.5 | -5 | 103 | -2 | 2.9 | 7 | -20 | -3 | -18 | x
Other compounds.
SMILES | LANA DNA inh | V-ATPase pH | Pemphigus Ab inh | Keap1-Nrf2 PPI | OPRM1-OPRD1 ag | RTF Ca sens act | Cardiac RTF inh | Arr AP2 block | MOR-DOR inv ag | Wnt bcat act
CCOc1cc(OCC)cc(C(=O)NCCCN2CCOCC2)c1 | 14 | -2 | 107 | -5 | -1.8 | -3 | -6 | -18 | 8 | 0
COc1ccc(-c2csc(NC(=O)c3cc(C)on3)c2C#N)cc1OC | 1.6 | -3 | 79* | -3 | -0.6 | -3 | -6 | 4 | 3 | x
O=[N+]([O-])c1ccc(Nc2ccc(N3CCOCC3)cc2)c([N+](=O)[O-])c1 | -1.7 | 2 | 97 | 0 | 1.3 | -6 | -7 | -5 | -9 | 17
CCOC(=O)Cn1c2ccccc2c2nc3ccccc3nc21 | 6.7 | -4 | x | 1 | -3.6 | -7 | 2 | -1 | 22 | 5
O=[N+]([O-])c1cc(F)c(N2CCCCC2)cc1N1CCOCC1 | -0.5 | -2 | 103 | -3 | 3.5 | 0 | 1 | 3 | -20 | x
CSc1cc(-c2ccco2)oc1C(=O)c1ccco1 | 0.6 | -2 | 109 | -1 | -3.3 | -2 | 6 | -16 | 17 | 2
CCOc1ccc(OCCC(=O)OCC(=O)N(CC)c2c(N)n(Cc3ccccc3)c(=O)[nH]c2=O)cc1 | 2.7 | -5 | 100 | 1 | -3.1 | -5 | 6 | 34 | 16 | -3
COc1ccc(C(=O)OCC(=O)N2CC(=O)Nc3ccccc32)cc1Br | 0.1 | 1 | 106 | -8 | -1.1 | -4 | -9 | -2 | 7 | -2
Cc1cc(C)c(NC(=O)CN2CCN(C)CC2)c(C)c1 | -2.3 | -3 | 105 | -2 | -3.9 | -7 | 2 | 17 | 20 | 5
CN(C)C(CNS(=O)(=O)c1ccc(F)cc1)c1cccnc1 (centres undefined) | 0.5 | -4 | 94 | -4 | -1.7 | -1 | 0 | 5 | 10 | -2
O=C(CN1CCN(c2ccccc2)CC1)Nc1c(C(=O)C2CC2)oc2ccccc12 | -0.6 | 0 | 102 | -2 | 1.5 | -1 | -5 | 5 | -8 | x
Cc1ccc([N+](=O)[O-])cc1S(=O)(=O)N1CCN(C)CC1 | -0.3 | -2 | 96 | -1 | -0.9 | 2 | -1 | 9 | 5 | -4
O=C(NC(=O)N1CCN(c2ccc([N+](=O)[O-])cn2)CC1)c1ccccc1F | -0.6 | 3 | 100 | -3 | x | x | x | 12 | x | -1
CC(C)Cn1c(N)c(C(=O)COC(=O)c2ccccc2Cl)c(=O)n(C)c1=O | -2.2 | 0 | 102 | 0 | 4.8 | 5 | -1 | -17 | -24 | -2
O=C(Nc1csc(Cc2c(Cl)cccc2Cl)n1)NN1CCOCC1 | -0.2 | -2 | 107 | -3 | -1.7 | -8 | 0 | 11 | 8 | 2
O=C(NCCCNc1ccc(C(F)(F)F)cc1[N+](=O)[O-])c1ccc(F)cc1 | 0.5 | -1 | 92 | -6 | 5.2 | 6 | -6 | 4 | -27 | -2
COc1ccc(/C=N/Nc2ccccn2)cc1O | -0.1 | -2 | 96 | 4 | -0.4 | -2 | -2 | -3 | 2 | 48*
O=C(O)c1cc(O)c2c(c1)C(=O)c1cccc(O)c1C2=O | 20 | -3 | x | 2 | 5.0 | 5 | -19 | 10 | -27 | 1
Cc1cccc(N2CCN(C(=O)c3ccc(NS(=O)(=O)c4ccc5[nH]c(=O)[nH]c5c4)cc3)CC2)c1C | -1.7 | -5 | 101 | 1 | -3.6 | 3 | -2 | 0 | 12 | 3
COc1ccc(-n2c(C)cc(C(=O)COc3ccc(C)nc3[N+](=O)[O-])c2C)cc1 | 0.3 | -5 | 127 | 0 | 1.9 | 4 | -3 | -3 | -11 | -4
Cc1cc(C)c(C)c(S(=O)(=O)NCCCN2CCCC2=O)c1C | 1.7 | -2 | 99 | -3 | -2.3 | 0 | -4 | 0 | 12 | -2
COc1cc(NC(=S)NC(=O)c2cccs2)ccc1NC(=O)C(C)C | -1.6 | 0 | 101 | -3 | -3.7 | 2 | -12 | -8 | 19 | 0
Cc1nn(C)c(C)c1CN(Cc1nc(-c2ccc(F)cc2F)oc1C)C1CC1 | 0.3 | -3 | 118 | -4 | 1.6 | 0 | -4 | -7 | -8 | -1
O=C(CSc1nnc(-c2ccco2)o1)c1ccccc1Cl | 0.1 | -1 | 98 | -1 | -2.2 | -5 | -7 | 11 | 11 | 5
Cc1ccc(CSCC(=O)Nc2ccc3c(c2)OCO3)cc1 | -0.5 | -2 | 103 | 3 | -0.2 | -4 | -13 | 8 | 1 | -1
Next structures follow:
SMILES | LANA DNA inh | V-ATPase pH | Pemphigus Ab inh | Keap1-Nrf2 PPI | OPRM1-OPRD1 ag | RTF Ca sens act | Cardiac RTF inh | Arr AP2 block | MOR-DOR inv ag | Wnt bcat act
CC(c1ccccc1)C1CC(=O)N(c2ccccc2)C1=O (centres undefined) | 0.3 | -4 | 108 | -7 | -6.9 | 1 | 0 | 44 | 35* | 0
Cc1[nH]c(=O)[nH]c(=O)c1NC(=O)c1ccc(OC(C)C)cc1 | -0.7 | -1 | 95 | -4 | -1.6 | -4 | -7 | -2 | 7 | 0
CCC(C)(C)N(C(=O)CCC(=O)Nc1cc(C)on1)C(C(=O)NC(C)(C)C)c1ccc(OC)cc1 (centres undefined) | 0.2 | 1 | x | -3 | -1.2 | -2 | -18 | -6 | 9 | 2
Cc1ccc(S(=O)(=O)N2CCC(C(=O)OCc3ccccc3)CC2)cc1C | 1.8 | -2 | 107 | 2 | 3.2 | 0 | -3 | 2 | -21 | -2
O=C(NCCc1csc(-c2cccnc2)n1)c1ccc(Cl)cc1 | 1.3 | 0 | 107 | 1 | -1.9 | -7 | 3 | 2 | 10 | 5
CC(=O)N(C)c1ccc(NC(=O)Nc2ccc(C)cc2)cc1 | -0.4 | 3 | 111 | -5 | -1.2 | -7 | 8 | 0 | 9 | 0
Cc1ccc(S(=O)(=O)N2C/C=C\CN(S(=O)(=O)c3ccccc3Br)CC2)cc1 | 1.1 | 0 | 99 | 6 | -2.1 | 0 | -5 | -9 | 11 | -1
CCOC(=O)C1CCN(C(=O)CN(c2ccc(OC)cc2)S(=O)(=O)c2c(C)noc2C)CC1 | 0.0 | 2 | 108 | -4 | 0.5 | 3 | -16 | 2 | -3 | -2
